Assay outcomes deposited in PubChem by several laboratories.
CHT PAM – allosterically activates the human high affinity choline transporter; Q9GZV3; CHT-expressing cells, membrane potential dye, choline EC20; hits give high values; LV-AA mutant CHT in HEK293 cells; B-score at 10 µM; hit rate 0.49% among 310,000; AID 488977;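 active means initial fluorescence not abnormally high and integrated response B-score, plate-corrected, over 3 SD above library mean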
Target sequence (Q9GZV3 whole entry, looked up): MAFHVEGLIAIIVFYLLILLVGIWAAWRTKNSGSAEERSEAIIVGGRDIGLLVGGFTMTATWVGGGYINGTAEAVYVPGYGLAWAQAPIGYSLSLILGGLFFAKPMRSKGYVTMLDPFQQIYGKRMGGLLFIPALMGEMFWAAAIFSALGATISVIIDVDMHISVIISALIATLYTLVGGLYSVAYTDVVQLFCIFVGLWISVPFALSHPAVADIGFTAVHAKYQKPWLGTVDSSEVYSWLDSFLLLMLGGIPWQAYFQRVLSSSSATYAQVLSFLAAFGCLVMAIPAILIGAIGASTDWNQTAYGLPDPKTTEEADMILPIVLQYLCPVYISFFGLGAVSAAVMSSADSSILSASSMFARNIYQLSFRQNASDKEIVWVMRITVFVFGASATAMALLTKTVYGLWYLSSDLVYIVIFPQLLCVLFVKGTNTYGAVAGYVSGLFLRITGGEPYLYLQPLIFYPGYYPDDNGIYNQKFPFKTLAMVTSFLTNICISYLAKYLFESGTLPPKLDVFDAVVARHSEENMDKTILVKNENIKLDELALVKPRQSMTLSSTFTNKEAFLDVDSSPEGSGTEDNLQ
OX1R antag-1 – antagonists of human orexin 1 receptor. inhibition, % at 5 µM. O43613. CHO/OX1R cells, Fluo-8 calcium fluorescence, orexin A. hit rate 0.43% among 330,000. AID 434989;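 active means inhibition above its plate's threshold, mean inhibition of all tested compounds on the plate plus 3 SD, cut at about 37% in these data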;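 further: 0% = orexin A challenge wells and 100% = SB-334867-A antagonist wells; not every result past the cut was called active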
Target sequence (O43613 whole entry, looked up): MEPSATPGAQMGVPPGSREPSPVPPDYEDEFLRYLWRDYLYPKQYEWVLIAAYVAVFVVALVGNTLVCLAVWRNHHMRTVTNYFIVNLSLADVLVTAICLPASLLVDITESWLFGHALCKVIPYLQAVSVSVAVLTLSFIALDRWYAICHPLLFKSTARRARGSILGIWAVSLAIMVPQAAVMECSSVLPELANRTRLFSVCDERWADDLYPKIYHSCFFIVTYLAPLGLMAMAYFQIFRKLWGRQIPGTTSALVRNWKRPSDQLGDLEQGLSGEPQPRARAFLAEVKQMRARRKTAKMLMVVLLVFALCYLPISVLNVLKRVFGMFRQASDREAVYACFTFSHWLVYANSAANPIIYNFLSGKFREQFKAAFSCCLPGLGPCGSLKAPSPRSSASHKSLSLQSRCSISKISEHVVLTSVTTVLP
OX1R antag-2 – antagonists of human orexin 1 receptor (OX1R); hit rate 1.8% among 330,000; AID 485270; inhibition, % at 6.6 µM; OX1R-expressing cells, FRET antagonist read-out; in the data active means inhibition mostly above about 38%, no sharp cut-off; inactive means mostly below about 40%;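 further: 0% = agonist challenge alone and 100% = reference antagonist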
The depositor's hits bear a star; i = inactive; · = not tested or not shown.

SMILES	CHT PAM	OX1R antag-1	OX1R antag-2
CCCCOP(=O)(OCCCC)C(Nc1ccccc1)c1ccc2c(c1)OCO2 (stereo unspecified)	i	-37	10
Cc1ccc(S(=O)(=O)N2CCC(C)CC2)cc1	i	-9	-7
Cc1cccc(CSc2nc3c(c(=O)[nH]2)CCCC3)c1	i	-5	12
O=[N+]([O-])c1ccccc1NCCOc1ccccc1	i	-14	22
O=C(NC(=S)Nc1ccccc1Cl)c1cnn2c(C(F)(F)F)cc(C(F)(F)F)nc12	i	-19	12
O=C(CSc1ncccn1)NCC1CCCO1 (stereo unspecified)	i	-12	2
COC(=O)CC1C(=O)NCCN1C(=O)Nc1ccc(Cl)c(Cl)c1 (stereo unspecified)	i	-10	37
O=C(COC(=O)c1ccc(F)cc1Cl)NC(=O)NC1CCCC1	·	-15	6
O=C1CSC(c2cccnc2)N1c1cccc(Cl)c1 (stereo unspecified)	i	-21	22
CC1CCC(NC(=O)CC(C)(C)Cc2nc3ccccc3c(=O)[nH]2)CC1 (stereo unspecified)	i	-18	28
CCOc1ccc(CNCCN2CCCC2)cc1	i	-19	9
Cn1c(=O)c2c(ncn2CC(=O)N/N=C/C=C/c2ccccc2[N+](=O)[O-])n(C)c1=O	i	-21	45
CC1=C(C(=O)Nc2ccc(Cl)cc2)C(c2cccs2)n2nnnc2N1 (stereo unspecified)	i	-7	8
COc1ccc(Br)cc1/C(C)=N/NC1=NCCN1	i	-12	24
O=C(CSc1nnc(-c2cccs2)o1)N1CCc2ccccc21	i	-25	10
CN1CCN(C(=O)c2ccccc2-c2nc(-c3ccc(Cl)cc3)no2)CC1	i	-15	21
COc1ccc(CCNC(=O)COC(=O)c2ccc(N3CCCC3=O)cc2)cc1OC	i	-22	10
COC(=O)C[C@H]1c2cc(C(F)(F)F)ccc2S(=O)(=O)N1C1CCCC1	i	-10	19
Cc1cc2oc(C(=O)Nc3nonc3C)c(C)c2cc1C	i	-13	5
COc1cccc(CN(C)C(=O)CCNC(=O)c2ccc(Br)cc2)c1	i	-20	6
COc1ccccc1CNC(=O)c1cccc(N(C)C)c1	i	-20	13
CC1(C)CC(=O)CC(C)(C)N1OC(=O)c1ccncc1	i	-19	17
COc1cc(OC)c2c(-c3ccccc3)cc(=O)oc2c1C(CCN1CCOCC1)c1ccc2c(c1)OCO2 (stereo unspecified)	·	0	5
CCOC(=O)CCCCCN(Cc1ccccc1)S(=O)(=O)c1ccc([N+](=O)[O-])cc1	i	-5	9
O=C(c1ccc(Cl)cc1)N1CCCC(c2ccccc2)=N1	i	-32	21

The results go on.
SMILES	CHT PAM	OX1R antag-1	OX1R antag-2
CC(C)(C)NC(=O)C(=O)N/N=C/c1ccc(F)cc1	i	-4	2
O=C(CNC(c1ccccc1)c1ccccc1)Nc1cc([N+](=O)[O-])ccc1Cl	i	-22	16
N=c1oc2ccc3ccccc3c2cc1-c1nc(-c2ccccc2)cs1	i	-17	4
Cc1cccc(NC(=O)[C@@H]2CCCN2S(=O)(=O)c2ccc(Cl)cc2)c1	·	74*	91*
CCOC(=O)N1CCN(C(=O)CSc2nnc(COc3ccc(Cl)cc3)o2)CC1	i	-42	9
Cn1ncc(C#N)c1/N=C/N1CCOCC1	i	-1	6
CCN(CC)CCN1C(=O)C(=O)/C(=C(/O)c2cnn(-c3ccccc3)c2C)C1c1ccc(C)o1 (stereo unspecified)	i	-23	9
Cc1ccc(C(=O)C[n+]2cc(Br)cc(Br)c2)cc1[N+](=O)[O-]	i	-14	8
Cc1cc(C(c2nnnn2Cc2ccccc2)N2CCOCC2)c(C)n1-c1ccc2c(c1)OCO2 (stereo unspecified)	i	-8	27
CC1(C)Cc2nc3oc4c(N(CCO)Cc5ccccc5)ncnc4c3cc2CO1	i	-18	5
COc1ccc(OC)c(C(=O)Cn2c3[n+](c4ccc(C(F)(F)F)cc42)CCCCC3)c1	i	-4	25
CCOC(=O)c1ccccc1NC(=O)COc1ccccc1	i	-41	9
Cc1ccc(S(=O)(=O)c2nc(S(C)(=O)=O)sc2N2CCC(C)CC2)cc1	i	-16	-2
Cc1cccc(OCC(=O)N/N=C/C=C/c2ccco2)c1	i	-12	4
COc1ccc2c(c1OC)C(=O)OC2n1c(O)c(N=NC(C)=O)c2ccccc21 (stereo unspecified)	i	-13	15
COc1ccc(C(CNC(=O)c2ccc(S(=O)(=O)N3CCCC3)cc2)N(C)C)cc1OC (stereo unspecified)	i	-14	12
O=C(Nc1ccc(Br)cc1)c1cccc(N2C(=O)C3CCCCC3C2=O)c1 (stereo unspecified)	i	-17	6
CN(CC(=O)Nc1c(Cl)cccc1Cl)C(=O)c1ccncc1	i	-2	21
CN(CC(=O)Nc1ccc(F)c(F)c1F)C(=O)CCN1C(=O)C2CCCCC2C1=O (stereo unspecified)	·	-17	4
Cc1c(C)c2cc(Cl)c(O)c(CN(C)C)c2oc1=O	i	-7	11
COC(=O)c1cccc(Cn2nnc3ccccc3c2=O)c1	i	-15	14
O=C(N1CCCCCC1)N1CCN(S(=O)(=O)N2CCCCC2)CC1	i	-11	21
CCN(CC)C(=O)CSc1nc2ccccc2c(=O)n1CC1CCCCC1	i	-1	31
O=C(COC(=O)Cn1cnc2ccccc21)Nc1ccc(OC(F)F)cc1	·	13	-3
CCCCOC(=O)/C=C\C(=O)OCCCC	i	-14	10

(next part)
SMILES	CHT PAM	OX1R antag-1	OX1R antag-2
Cc1ccc(-c2noc(CCC(=O)NC3CC3)n2)cc1	i	-8	20
CCOC(=O)N1CCC(NC(=O)c2cc3c(-c4ccc(Cl)cc4)nn(C)c3s2)CC1	i	-23	5
CCOC(=O)C1=C(N)Oc2cc(C)n(CCc3ccc(OC)c(OC)c3)c(=O)c2C1c1cccnc1 (stereo unspecified)	i	-37	17
O=C(COC(=O)c1ccc(S(=O)(=O)N2CCCC2)cc1)NCCc1ccc(F)cc1	·	-16	3
CC(C)n1c(N)c(C#N)c2ccc([N+](=O)[O-])cc2c1=O	i	-6	50
O=C(CN1C(=O)/C(=C\c2ccccc2Cl)Oc2ccccc21)NCc1cccnc1	i	-16	72*
C#CCOCCOCCOCCNc1nc(N2CCN(C(=O)[C@H](Cc3cc4ccccc4[nH]3)n3cc([C@@H](N)C(C)CC)nn3)CC2)nc(N2CCN(C(=O)[C@H](Cc3cc4ccccc4[nH]3)n3cc([C@@H](N)Cc4ccc(O)cc4)nn3)CC2)n1 (stereo partly specified)	i	-3	22
CC(C)OC(=O)NC(C)(C)COC(=O)Nc1cccc(Cl)c1	i	20	31
Cc1cc(C)c(NC(=O)COC(=O)C2CCN(c3ccc(C(F)(F)F)cn3)CC2)c(Cl)c1	i	-36	14
CCOc1ccc(C(=O)N2CCCC(c3nc(-c4cccs4)no3)C2)cc1 (stereo unspecified)	i	-32	13
CCCCCn1nc(C(=O)OCc2nnc(-c3ccccc3)o2)c2ccccc2c1=O	i	-19	26
COc1ccccc1N(CC(O)CN1CCC(C)CC1)S(=O)(=O)c1ccccc1 (stereo unspecified)	i	-26	24
Cc1ccccc1CSc1ccc2nnc(-c3ccccn3)n2n1	i	-25	7
COc1ccc(CCNc2ccc(C(CC(N)=O)NC(=O)c3cc(OC)ccc3OC)cc2[N+](=O)[O-])cc1 (stereo unspecified)	i	-29	18
O=C(CCNS(=O)(=O)c1ccc(Br)cc1)NC1CCC(O)CC1 (stereo unspecified)	·	-3	10
Cc1ccc(-c2cn(-c3ccc(SC(F)F)cc3)c3[n+]2CCC3)cc1	i	-2	19
CC1=NN(c2ccccc2)C(=O)/C1=C/c1ccc[nH]1	i	-8	53
CCCC[C@H]1COCCS(=O)(=O)N1Cc1ccc(C)cc1	i	-22	16
CCc1nnc(NS(=O)(=O)c2ccc(NC(=O)c3ccccc3C)cc2)s1	i	-4	0
Oc1ccc(N=Cc2ccc(-c3cccs3)s2)cc1	i	9	32
O=C(CCC(=O)Nc1cccc2ccccc12)N/N=C/c1ccco1	i	-20	34
O=C(O)CCc1ccc(-c2ccc(F)cc2)n1CCC(=O)O	i	-1	18
O=C(Nc1cc(C(=O)N2CCCC2)ccc1N1CCCC1)c1ccccc1F	i	-14	4
CC(=O)c1ccccc1OC(=O)c1ccc([N+](=O)[O-])o1	i	-3	25
CCNC(=O)O/N=C(\C)c1sc(-c2ccccc2)nc1C	i	-16	55

Reformatted with two lines to a compound: entries from further up.
Sequence of screens – CHT PAM | OX1R antag-1 | OX1R antag-2
O=C(CSc1nnc(-c2cccs2)o1)N1CCc2ccccc21
→ i | -25 | 10
CN1CCN(C(=O)c2ccccc2-c2nc(-c3ccc(Cl)cc3)no2)CC1
→ i | -15 | 21
COc1ccc(CCNC(=O)COC(=O)c2ccc(N3CCCC3=O)cc2)cc1OC
→ i | -22 | 10
COC(=O)C[C@H]1c2cc(C(F)(F)F)ccc2S(=O)(=O)N1C1CCCC1
→ i | -10 | 19
Cc1cc2oc(C(=O)Nc3nonc3C)c(C)c2cc1C
→ i | -13 | 5
COc1cccc(CN(C)C(=O)CCNC(=O)c2ccc(Br)cc2)c1
→ i | -20 | 6
COc1ccccc1CNC(=O)c1cccc(N(C)C)c1
→ i | -20 | 13
CC1(C)CC(=O)CC(C)(C)N1OC(=O)c1ccncc1
→ i | -19 | 17
COc1cc(OC)c2c(-c3ccccc3)cc(=O)oc2c1C(CCN1CCOCC1)c1ccc2c(c1)OCO2 (stereo unspecified)
→ · | 0 | 5
CCOC(=O)CCCCCN(Cc1ccccc1)S(=O)(=O)c1ccc([N+](=O)[O-])cc1
→ i | -5 | 9
O=C(c1ccc(Cl)cc1)N1CCCC(c2ccccc2)=N1
→ i | -32 | 21
CC(C)(C)NC(=O)C(=O)N/N=C/c1ccc(F)cc1
→ i | -4 | 2
O=C(CNC(c1ccccc1)c1ccccc1)Nc1cc([N+](=O)[O-])ccc1Cl
→ i | -22 | 16
N=c1oc2ccc3ccccc3c2cc1-c1nc(-c2ccccc2)cs1
→ i | -17 | 4
Cc1cccc(NC(=O)[C@@H]2CCCN2S(=O)(=O)c2ccc(Cl)cc2)c1
→ · | 74* | 91*
CCOC(=O)N1CCN(C(=O)CSc2nnc(COc3ccc(Cl)cc3)o2)CC1
→ i | -42 | 9
Cn1ncc(C#N)c1/N=C/N1CCOCC1
→ i | -1 | 6
CCN(CC)CCN1C(=O)C(=O)/C(=C(/O)c2cnn(-c3ccccc3)c2C)C1c1ccc(C)o1 (stereo unspecified)
→ i | -23 | 9

Later entries
SMILES	CHT PAM	OX1R antag-1	OX1R antag-2
COc1cc(C(=O)NCCOc2ccc(Cl)cc2)ccc1OCc1c(C)noc1C	·	-3	0
COc1ccc(CNc2nc(C)cc(C)c2C#N)cc1	i	-13	2
Cc1ccc(NS(=O)(=O)c2ccc3[nH]c(=O)[nH]c3c2)cc1	i	-5	16
Cc1cc(=O)n(C)c2ccccc12	i	-28	2
COc1ccc(OCC(O)CN(C)C(=O)/C=C/c2cccc([N+](=O)[O-])c2)cc1 (stereo unspecified)	i	-26	18
COc1ccc(S(=O)(=O)Nc2cccnc2)c(C)c1C	i	1	20
COC(=O)c1ccccc1NC(=O)C1CCCC1	i	-36	11
O=C1CC(c2ccccc2)CC(=O)N1c1ccccc1	i	2	10
COC(=O)c1sc2ncccc2c1OCc1ccc(Cl)cc1Cl	i	-67	13
CCOc1ccc(-n2c(=O)c3c4c(sc3n(CC(=O)NCC3CCCO3)c2=O)CCCC4)cc1 (stereo unspecified)	i	-35	27
O=C(CCCCCC(=O)N(CCO)CCO)N(CCO)CCO	i	-10	13
CC1=NN(C(=O)Cc2ccc([N+](=O)[O-])cc2)C(O)(c2ccccc2)C1 (stereo unspecified)	i	-7	37
O=c1c[n+]([O-])c2ccccc2n1OCc1ccccn1	i	-8	129*
COc1cc(C(C)=O)ccc1OCC(O)CN1CCN(c2ccccn2)CC1 (stereo unspecified)	i	-23	7
CC(C)CN(C(=O)COC(=O)c1c(Cl)ccc(Cl)c1Cl)C1CCS(=O)(=O)C1 (stereo unspecified)	i	-21	16
Cc1ccc(NC(=O)Cc2nc(-c3c[nH]c(C(=O)N4CCCC4)c3)cs2)c(C)c1	·	-27	-4
OCC1(CCc2ccccc2)CCN(Cc2ccccc2Cl)CC1	i	-20	22
O=[N+]([O-])c1ccc2n[nH]nc2c1	i	-15	18
O=S1(=O)N=C(c2ccccc2)c2ccccc21	i	-3	33
O=C(CCC(=O)c1cccs1)NCc1ccccc1Cl	·	18	9
COc1ccc(NC(=O)c2ccc3c(c2)C(=O)N(Cc2cccnc2)C3=O)cc1	i	-13	25
Cc1ccc(C(=O)Nc2nc(-c3ccccn3)cs2)cc1S(=O)(=O)N1CCOCC1	·	-6	0
Cc1ccc(NC(=O)C2=CCN(S(=O)(=O)c3ccc(F)cc3)CC2)cc1	i	-20	13
COc1ccccc1CNC(=O)COC(=O)CSc1ccc(F)cc1	i	-4	10
CC(C)=CCC/C(C)=C/CCC(C)NCCN1CCNCC1 (stereo unspecified)	i	-28	12
O=[N+]([O-])c1cccc(/C=C/c2nc[nH]c2[N+](=O)[O-])c1	i	-1	21
CSc1ccc(CN(C)CC(=O)Nc2ccc(NC(C)=O)cc2)cc1	i	-11	5
CSCCC(NC(=O)c1ccccc1Cl)C(=O)N1CCN(C(C)=O)CC1 (stereo unspecified)	·	-3	2
C=CCOC(=O)C1=C(C)NC(C)=C(C(=O)OCC=C)C1c1cn(-c2ccccc2)nc1-c1ccco1	i	-39	6
Cc1csc2nc(O)c(C(=O)NCCCc3ccccc3)c(=O)n12	i	-17	16
